Bioassay records from PubChem.
All columns: NCI-60 one-dose screen, growth in % after 48 h at 10 µM unless noted; 100 = growth as untreated, 0 = no growth, -100 = all killed.
OVCAR-5 – OVCAR-5 ovarian cancer | 82,000 tested, 2.9% active | AID 1794783
IGROV1 – IGROV1 ovarian cancer; 79,000 tested, 4.7% active; AID 1794786
OVCAR-3 – OVCAR-3 ovarian cancer; 79,000 tested, 7% active; AID 1794787
RXF 393 – RXF 393 renal cancer cells | AID 1794773 | 77,000 tested, 6.9% active
OVCAR-4 – OVCAR-4 ovarian cancer cells. 80,000 tested, 3.7% active
ACHN – ACHN renal cancer; 81,000 tested, 4.9% active; AID 1794771
A498 – A498 renal cancer cells. 76,000 tested, 5.4% active. AID 1794774
OVCAR-8 – OVCAR-8 ovarian cancer. 81,000 tested, 4.4% active. AID 1794782
SK-OV-3 – SK-OV-3 ovarian cancer cells; 80,000 tested, 3.2% active
An asterisk follows results filed as active; x = not tested or not shown; & = joins results of further samples; ! = a repeat was not active; [ ] = another dose, or the depositor's remark. How the source made its calls: active means growth percent below 10; inactive means the rest.

SMILES	OVCAR-5	IGROV1	OVCAR-3	RXF 393	OVCAR-4	ACHN	A498	OVCAR-8	SK-OV-3
COc1ccc(Cn2c(SC)nc(=O)n(Cc3ccc(OC)cc3)c2=O)cc1	93	101	108	116	91	89	91	91	99
CCCCCCn1c(=O)c2c(nc(NCCc3ccc(OC)c(OC)c3)n2C)n(C)c1=O	94	92	96	88	88	92	74	94	105
CC1(C)c2ccccc2-c2nc3ccccc3cc2C1O (centres undefined)	x	87	96	106	109	103	x	116	103
CC(=O)Nc1ccc(-n2cnc3cc(-c4ccc(OCCN5CCCCC5)cc4)ccc32)cc1	104	97	98	80	83	77	x	87	139
C#CC(OC(=O)NC1CCCCC1)(c1ccccc1)c1ccccc1	94	54	100	x	111	123	141	83	90
CC(C)Nc1nc2c(c(=O)n(C)c(=O)n2C)n1C	106	113	121	104	104	98	108	106	108
COc1cc(/C=C/C(=O)c2cnn(-c3cc(=O)[nH]c4ccc(Br)cc34)c2C)cc(OC)c1OC	-68*	-60*	-59*	-76*	26	-35*	6.2*	7.3*	20
c1ccc(-c2ccc3ccccc3c2)cc1	100	85	103	103	108	89	84	97	90
CC1(c2ccccc2)NC(=O)N(NC(=O)CSc2nc(-c3cccs3)nc3ccccc23)C1=O (centres undefined)	77	89	96	78	106	91	71	82	124
Cc1ccc(C(=O)/C=C\c2cccc(C)c2)cc1	102	89	81	109	86	99	x	99	103
COc1cc(N)ccc1Nc1c2ccccc2nc2ccccc12	110	61	81	95	5.1*	89	87	66	94
CN1C(=O)N(C)C2C1NN=c1s/c(=C\c3ccc(Cl)cc3Cl)c(=O)n12 (centres undefined)	33	16	3.9*	16	37	29	x	27	x
COc1ccccc1/C=N\N=C(N/N=C/c1ccccc1OC)N/N=C/c1ccccc1OC	52&95	26&88	-6.9*!	60&95	29	41&64	72&100	23&69	50&74
Oc1ccccc1C1=NC(c2ccccc2)NC(c2ccccc2)C1 (centres undefined)	109	97	98	95	105	108	108	96	105
CCCCC(=O)OC(C)COc1ccccc1C(C)CC (centres undefined)	101	106	105	119	95	102	85	99	109
CCN1CCN(CCOc2ccc(CNc3ccc4nc(CCC5CCCCC5)[nH]c4c3)cc2)CC1	59	41	28	28	48	41	44	38	87
CCOC(=O)c1sc(NC(=O)NC2CCCCC2)nc1C	98	56	117	121	114	99	86	111	105
C#C[C@]1(O)CCC2C3CCC4=CC(=O)CC[C@@H]4C3CC[C@@]21C (some centres undefined)	98	101	104	106	108	97	104	95	114
CN1CCN(C(=O)OCc2nc3nc(Cl)nc(N4CCOCC4)c3[nH]2)CC1	102	97	110	x	108	105	93	103	101
O=C(Nc1ccc2oc(=O)ccc2c1)Nc1ccc(F)cc1F	108	106	102	99	102	105	106	103	113
C#CCn1cnc2cnc(Nc3cccc(NC(=O)C=C)c3)nc21	101[6.25 µM]	75[6.25 µM]	104[6.25 µM]	87[6.25 µM]	91[6.25 µM]	75[6.25 µM]	72[6.25 µM]	84[6.25 µM]	52[6.25 µM]
Cc1ccc(NS(=O)(=O)c2ccc(C)cc2)cc1	105&111	107&111	99&105	96&103	106&94	97&113	93&93	93&98	101&109
CC(=O)c1ccc(OCC(=O)Nc2nc(-c3ccccc3)cs2)cc1	112	101	100	118	114	106	106	95	92
OC(c1ccccc1)C(NC(Cc1ccccc1)c1ccccc1)c1ccccc1 (centres undefined)	91	67	97	102	89	91	75	x	92
CCCCCCCS(=O)(=O)N1CCCC(C(=O)Nc2nc3ccc(NC(=O)c4ccc(F)c(OC)c4F)cc3s2)C1 (centres undefined)	65	60	40	-48*	30	53	89	6.2*	57
Fc1ccc(-c2nc(-c3ccc(Cl)cc3)cn3ccnc23)cc1	83	80	102	88	84	83	78	90	77
CCN(CC)CCOC(=O)Nc1ccccc1	99	110	109	102	96	97	105	106	107
Cc1cc([N+](=O)[O-])ccc1N	104&96	105&115	100&103	117&106	97&111	104&103	102&73	107&103	109&110
C=C1C(=O)O[C@H]2[C@H]1CC/C(COC(=O)n1ccnc1C)=C\CC[C@@]1(C)O[C@@H]21	101	98	74	96	99	x	105	91	85
COc1ccc(-c2oncc2-c2cc(OC)c3c(c2)OCO3)cc1	38	53	7.4*	17	66	41	7.8*	36	20
O=C(Nc1nc2ccc(S(=O)(=O)Nc3ccc(C4(C(F)(F)F)CC4)cc3)cc2[nH]1)c1cnccn1	57	40	-19*	29	46	43	x	55	58
N#CCCN1CCS(=O)(=O)C1=O	109	106	111	109	122	104	112	112	100
Cc1c(Cl)cccc1NC(=O)c1sc2nc3c(cc2c1N)CN(Cc1ccccc1)CC3	75	52	0.7*	69	62	56	37	64	44
COc1ccc2[nH]cc(-c3nn4c(=O)cc(-c5ccccc5)nc4s3)c2c1	102	108	x	105	102	100	67	99	116
CCOC(=O)C(=O)N(N)C1=NN=C2N=C(C)C=C(c3ccccc3)N2N1	111	104	121	118	111	108	111	104	117
O=c1nc2c(-c3nc4ccccc4s3)n[nH]n2c2ccsc12	97	71	65	56	93	91	66	92	78
CSc1ccc(C(=O)C[n+]2ccc3ccccc3c2)cc1	101	93	97	112	90	101	99	115	99
c1ccc(Nc2nn3c(-c4ccccc4)ccnc3c2-c2ccccc2)cc1	96	95	123	85	90	98	78	97	111
Cn1cc(-c2nc(-c3c[nH]c4ncccc34)cs2)c2cc(Cl)ccc21	60	46	70	63	x	30	75	63	72
Cc1noc2c(Cc3ccccc3)nn(CC(=O)N/N=C/c3ccc(Br)cc3)c(=O)c12	63	53	-34*	x	-62*	6.2*	-62*	9.2*	44
C[N+](C)(C)CCC#CC[N+]1(C)CCCC1	91	107	106	103	100	98	90	106	104
Nc1c[nH]c(=S)s1	114	111	102	108	114	113	96	104	113
CC(=O)COC(C)=O	96	114	110	98	109	102	60	96	110
CC12CCC(=O)C=C1CCC1C2[C@@H](O)CC2(C)C1CC[C@]2(O)C(=O)COP(=O)(O)O (some centres undefined)	82	94	108	124	110	96	103	100	79
Cc1cc(=O)n2n1-c1ccc3ccccc3c1NC2c1ccccn1 (centres undefined)	97	106	105	105	105	92	106	100	99
CCCOC(=O)Cc1ccc(OC)cc1	107	x	105	113	101	108	91	101	102
O=Cc1ccc(Oc2nc(N3CCOCC3)nc(N3CCOCC3)n2)cc1	101	101	106	110	100	101	88	100	102
COc1ccc(-c2cc(-c3ccc(Cl)cc3)c(C#N)c(=O)n2Cc2ccc(C(=O)O)cc2)cc1	105	97	6.0*	72	89	102	83	99	114
NC1=Nc2ccccc2C(=O)N2CCC[C@@H]12	100	106	110	112	101	104	109	93	95
Cc1ccc(C2=N[C@@H](C(C)OCc3ccccc3)C(=O)c3c(nc4ccccn34)N2)cc1 (some centres undefined)	90	103	92	96	86	86	101	99	93
COc1ccc(-c2nc(Nc3ccc(S(N)(=O)=O)cc3)c3ccccc3n2)cc1	95	88	60	x	56	65	141	66	113
Cc1ccccc1OCC(O)CN1CCCC1 (centres undefined)	102	110	132	145	107	114	114	91	106
O=C(NCc1ccc(Cl)cc1Cl)C1COC(=O)N1c1cccs1 (centres undefined)	91	94	101	108	99	100	84	92	95
c1cc(CSC2=NCCN2)ccc1CSC1=NCCN1	87	105	95	115	99	100	89	93	91
COc1cnc2c(c1)C(=O)c1c-2n(CCCNCCO)c(=O)c2ccncc12	-0.7*	16	8.4*	-11*	-4.8*	-50*	-33*	-6.3*	6.1*
COc1ccc(C2=NN(/C=C3\SC(=O)NC3=Nc3ccc(Cl)cc3)C(c3ccc(F)cc3)C2)cc1 (centres undefined)	94	88	100	103	94	93	96	94	95
Clc1ccc(SSc2ccccc2)cc1	115	115	x	109	103	108	112	104	112
CCCC(=S)N1CCN(c2ccccc2)CC1	106	120	116	209	107	108	110	108	108
CCN(CC)C(C(=O)c1ccc(Cl)cc1)c1ccc(Cl)cc1 (centres undefined)	96	102	96	97	101	107	94	83	101
Cc1cc(C)c(O)c(CNCc2ccccc2)c1	90	79	94	95	92	100	80	93	97
(next part)
SMILES	OVCAR-5	IGROV1	OVCAR-3	RXF 393	OVCAR-4	ACHN	A498	OVCAR-8	SK-OV-3
Nc1cc2c(cc1N)C(O)c1ccccc1-2 (centres undefined)	104	123	110	98	100	113	x	100	112
CCCCN(CCCC)CCCCCCCN1CCCc2cc(OC)ccc21	81	80	x	x	66	83	55	89	87
CC1=C(C(=O)OCc2ccccc2)C(c2ccc(N(C)C)cc2)n2c(nc3ccccc32)N1 (centres undefined)	102	84	93	75	81	88	74	96	95
C=C(C)[C@@H]1CC[C@]2(C=O)CC[C@]3(C)[C@H](CC[C@@H]4[C@@]5(C)CCC(=NCCC(=O)O)C(C)(C)[C@@H]5CC[C@]43C)[C@@H]12	100	97	115	101	104	90	104	94	98
O=COCCc1ccccc1	104	111	109	x	107	106	127	100	96
CCCCCCCCCCCCNC(=S)N/N=C/c1ccc([N+](=O)[O-])cc1	107	91	x	124	73	96	97	96	110
N#Cc1c(-c2ccc(Br)cc2)cc(-c2c[nH]c3ccccc23)nc1N	64	34	x	26	75	57	64	66	53
Cc1cccc(C)c1Nc1nnc(-c2ccc(Cl)cc2)o1	71	69	75	73	63	98	107	81	87
N#CCCN1C(=O)c2ccccc2C1=O	103	98	105	109	116	105	103	87	96
CCCCn1ccnc1	95	110	118	114	x	108	98	100	110
Cc1c(C(c2ccccc2)c2ccccc2)ccc(C(c2ccccc2)c2ccccc2)c1N	104	100	101	106	84	95	x	92	104

Compounds from the list above that contain an NH in an aromatic ring:
SMILES	OVCAR-5	IGROV1	OVCAR-3	RXF 393	OVCAR-4	ACHN	A498	OVCAR-8	SK-OV-3
COc1cc(/C=C/C(=O)c2cnn(-c3cc(=O)[nH]c4ccc(Br)cc34)c2C)cc(OC)c1OC	-68*	-60*	-59*	-76*	26	-35*	6.2*	7.3*	20
CCN1CCN(CCOc2ccc(CNc3ccc4nc(CCC5CCCCC5)[nH]c4c3)cc2)CC1	59	41	28	28	48	41	44	38	87
CN1CCN(C(=O)OCc2nc3nc(Cl)nc(N4CCOCC4)c3[nH]2)CC1	102	97	110	x	108	105	93	103	101
O=C(Nc1nc2ccc(S(=O)(=O)Nc3ccc(C4(C(F)(F)F)CC4)cc3)cc2[nH]1)c1cnccn1	57	40	-19*	29	46	43	x	55	58
COc1ccc2[nH]cc(-c3nn4c(=O)cc(-c5ccccc5)nc4s3)c2c1	102	108	x	105	102	100	67	99	116
O=c1nc2c(-c3nc4ccccc4s3)n[nH]n2c2ccsc12	97	71	65	56	93	91	66	92	78
Cn1cc(-c2nc(-c3c[nH]c4ncccc34)cs2)c2cc(Cl)ccc21	60	46	70	63	x	30	75	63	72
Nc1c[nH]c(=S)s1	114	111	102	108	114	113	96	104	113
N#Cc1c(-c2ccc(Br)cc2)cc(-c2c[nH]c3ccccc23)nc1N	64	34	x	26	75	57	64	66	53
